NPSR antagonist: antagonists of human neuropeptide S receptor cAMP signaling. Potency, µM (top dose mostly 38.3 µM), inactives show top-dose activity change, negative = inhibition, hits mostly inhibitors. 220,000 compounds, 1% hits. CHO-NPSR cells, cAMP TR-FRET, antagonist mode. Q6W5P4; note: potency is the fitted concentration of half-maximal effect; % is set by controls: 0 for no effect and ±100 for the full control effect; nearly all actives have a fitted effect of over 50% in size; many of its hits are not listed in these tables
Target sequence (Q6W5P4 whole entry, looked up): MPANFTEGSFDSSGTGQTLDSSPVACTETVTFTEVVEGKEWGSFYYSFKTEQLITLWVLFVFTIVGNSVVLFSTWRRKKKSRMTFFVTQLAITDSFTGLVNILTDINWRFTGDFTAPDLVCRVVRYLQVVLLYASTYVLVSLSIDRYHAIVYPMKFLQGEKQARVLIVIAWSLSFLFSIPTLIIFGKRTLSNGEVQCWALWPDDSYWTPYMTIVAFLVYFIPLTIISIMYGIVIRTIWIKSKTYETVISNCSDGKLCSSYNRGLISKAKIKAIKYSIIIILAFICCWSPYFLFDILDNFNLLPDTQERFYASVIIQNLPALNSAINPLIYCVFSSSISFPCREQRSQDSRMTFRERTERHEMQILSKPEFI
Epigenetic reg: epigenetic control regulation, reporter derepression; murine LDR cells, GFP reporter derepression, 30 h; Potency, µM (highest dose often 53.9 µM), inactives show at the highest dose GFP activation, most hits filed as activators; 280,000 compounds, 0.2% hits; AID 1865; note: potency is the fitted concentration of half-maximal effect; % of control where 0% means no effect; nearly all actives have a fitted effect of over 60% in size
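Reporter derepression read as number of fluorescent GFP-positive objects, 20-120 um in size, counted by laser-scanning cytometer. Mouse LDR line with an epigenetically silenced CMV-GFP locus; compound incubation 30 h, 37 C.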
Luc counter: blocks Kinase-Glo luciferase, a counter-screen artifact; Q27757; Kinase-Glo luciferase, ATP luminescence, 8 min; Potency, µM (top dose mostly 38.3 µM), without a hit: top-dose activity change, negative = inhibition, actives largely listed as inhibitors; 200,000 compounds, 0.28% hits; AID 1379; note: potency is the fitted concentration of half-maximal effect; % is set by controls: 0 for no effect and ±100 for the full control effect; nearly all actives have a fitted effect of over 60% in size
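Recombinant Kinase-Glo luciferase, 10 uM ATP (linear range), luciferin; imidazole pH 7.2 / KCl / MgCl2 / Tween / BSA buffer; 8 min RT; luminescence.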
LMNA splice mod: changes lamin A minigene splicing in HeLa cells; HeLa LMNA splicing GFP/RFP minigene ratio, 48 h; Potency, µM (series often up to 46.1 µM), for inactives: at the highest dose ratio change, negative = inhibition, hits mostly inhibitors; 200,000 compounds, 0.01% hits; active = well fitted inhibition curve with a large enough effect in the signal ratio, with a control signal flat, not every such curve was filed as active; inconclusive = small, poorly fitted or top-dose-only effect, or effect the other way, or a change in a side signal; the % refers to the signal ratio; note: potency is the fitted concentration of half-maximal effect; % is set by controls: 0 for no effect and ±100 for the full control effect
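S3 HeLa stable clones carrying a lamin A-EGFP splicing minigene plus DsRed2 were seeded at 600 cells/well in Opti-MEM with 2% FBS, pin-dosed and incubated 48 h at 37°C. Acumen cytometry (488 nm) gave the GFP/RFP total-intensity ratio.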
HTT aggregate: inhibitors of mutant huntingtin aggregate formation in PC12 cells; PC12 HttQ103-GFP aggregates, Acumen cytometry, 40 h; Potency, µM (top dose mostly 46.1 µM), inactives show top-dose activity change, negative = inhibition, most hits filed as inhibitors; 220,000 compounds, 1.1% hits; note: potency is the fitted concentration of half-maximal effect; % is set by controls: 0 for no effect and ±100 for the full control effect; nearly all actives have a fitted effect of over 60% in size
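PC12 cells stably carrying ecdysone-inducible HTT exon 1 Q103–GFP were induced with tebufenozide (100 nM final) and treated with library compounds in titration. GFP aggregates in lysates were counted by laser scanning cytometry.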
CBFb-RUNX1 inh: inhibitors of human CBF-beta and RUNX1 interaction; AlphaScreen CBFb-His/RUNX1-biotin binding, biochemical; Potency, µM (doses to about 59.8 µM), inactives show at the top dose activity, negative = inhibition, usual class: inhibitors; 230,000 tested, under 10 active; AID 1477; note: % of control where 0% means no effect
Target sequence (Q01196 whole entry, looked up): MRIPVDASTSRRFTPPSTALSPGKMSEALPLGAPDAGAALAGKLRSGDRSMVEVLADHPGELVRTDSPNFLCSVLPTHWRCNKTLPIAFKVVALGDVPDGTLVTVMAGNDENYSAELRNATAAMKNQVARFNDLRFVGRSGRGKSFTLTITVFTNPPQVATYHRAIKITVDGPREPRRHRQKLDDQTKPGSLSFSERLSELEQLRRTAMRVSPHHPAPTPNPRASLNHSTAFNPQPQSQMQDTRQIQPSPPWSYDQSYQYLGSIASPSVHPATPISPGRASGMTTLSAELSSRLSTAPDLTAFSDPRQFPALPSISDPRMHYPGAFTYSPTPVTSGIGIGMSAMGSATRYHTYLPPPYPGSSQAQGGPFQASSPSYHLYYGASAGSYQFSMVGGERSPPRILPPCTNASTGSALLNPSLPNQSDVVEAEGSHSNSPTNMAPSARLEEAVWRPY
Target sequence (Q13951 whole entry, looked up): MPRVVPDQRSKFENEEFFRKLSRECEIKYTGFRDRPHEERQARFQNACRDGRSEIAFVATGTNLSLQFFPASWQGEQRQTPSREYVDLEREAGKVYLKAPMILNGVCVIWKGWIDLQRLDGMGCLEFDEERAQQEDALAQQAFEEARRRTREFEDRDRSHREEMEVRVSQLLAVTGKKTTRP
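Proteins preincubated together for 20 min at RT before compound addition; 15 min later, nickel and streptavidin beads were added and left 90 min prior to AlphaScreen measurement.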
IMPase Li cell: cell-permeable IMPase inhibitors with lithium potentiation | AID 1457 | Potency, µM (top dose mostly 59.4 µM), without a hit: at the top dose activity, negative = IMPase inhibition, hits mostly inhibitors | CHO-M1 cells, IP1 TR-FRET (IP-One), carbachol + lithium | 210,000 compounds, 0.35% hits;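 note: IP1 builds up when IMPase is blocked and the TR-FRET signal falls; potency is the fitted concentration of half-maximal effect; plate controls were basal vehicle for no effect and high inhibitor control for full effect; nearly all actives have a fitted effect of over 50% in size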
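Steps: plate 2000 CHO-M1 cells per well and culture 16–30 h; add compound and lithium; incubate 30 min, 37C; add d2-IP1 tracer and Eu cryptate anti-IP1 antibody in lysis buffer; read after 10 min at room temperature.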
Active calls of the source: *; ? = inconclusive; nt = not tested or not shown; & = joins results of further samples; [ ] = remark or other dose. Unless noted, calls come from the whole dose curve; as a rule, active = well fitted curve in the direction sought with a large enough effect; inconclusive = small, poorly fitted or top-dose-only effect, or another doubt; inactive = no such curve, though single readings can be large; an effect the other way counts as inactive or inconclusive. Not all compounds are listed, so the mix of outcomes need not match the whole.

[1] CCOC(=O)C(C)Sc1nc(C2CC2)cc(C(F)(F)F)c1C#N (configuration not stated)
[2] COc1ccc(NC(=O)COC(=O)C23CC4CC(CC(Cl)(C4)C2)C3)c(OC)c1
[3] COc1ccccc1NC(=O)c1c(N=Cc2cccc([N+](=O)[O-])c2)cnn1C
[4] CCOC(=O)C1=C(O)/C(=C\c2ccc(O)c(OCC)c2)N=C1C
[5] CCn1c(SCC(N)=O)nc2c(c1=O)C1(CCCC1)Cc1ccccc1-2
[6] Cc1ccc(S(=O)(=O)c2c(C)cc(C)nc2Oc2cccc(C)c2C)cc1
[7] CCC1(CC)NC(=O)N(CC(=O)Nc2ccc(S(=O)(=O)N3CCOCC3)cc2)C1=O
[8] CSc1nsc(SCC(=O)N2CCCc3ccccc32)n1

Compound	1	2	3	4	5	6	7	8
NPSR antagonist	?	-17%	17%[7.67 µM]	-13%	?	?	18%	-18%[46.1 µM]
Epigenetic reg	-2.3%	-2.5%	-0.3%	-0.2%	0.0%	-1.1%	1.1%	-2.1%
Luc counter	1%	9%	nt	nt	1%	1%	-4%	1%
LMNA splice mod	7%	?	nt	nt	10%	18%	nt	0%
HTT aggregate	8%	8%	16%[9.22 µM]	4%[9.22 µM]	5%	-7%	17%	-10%
CBFb-RUNX1 inh	15%	13%	4%	8%	4%	5%	8%	11%
IMPase Li cell	7%[38.3 µM]	20%	nt	nt	-7%[38.3 µM]	11%[38.3 µM]	12%	26%[38.3 µM]

[9] O=C1CCC(=O)N1CC(O)COc1ccccc1 (configuration not stated)
[10] CCCCC12CN3CC(C)(CN(C1)C31C(=O)N(C)c3ccc(C)cc31)C2=O (configuration not stated)
[11] Cc1ccccc1N1CC2=C(C1=O)C(c1ccccc1)NC(=O)N2C (configuration not stated)
[12] O=C(NCc1ccccc1)[C@@H]1C[C@H]1[C@@H](NP(=O)(c1ccccc1)c1ccccc1)c1ccccc1
[13] O=C(CC1C(=O)NCCN1Cc1cccc(Oc2ccccc2)c1)NCc1cccnc1 (configuration not stated)
[14] CCCC(CCC(=O)Nc1ccc(S(N)(=O)=O)cc1)C(=O)O (configuration not stated)
[15] CCn1nccc1C(=O)Nc1nccs1
[16] O=c1c2ccccc2nnn1CCO

Compound	9	10	11	12	13	14	15	16
NPSR antagonist	16%[7.67 µM]	-2%[46.1 µM]	-18%	-13%	-3%	3%[46.1 µM]	7%[46.1 µM]	-9%
Epigenetic reg	-1.4%	-1.0%	0.2%	0.3%&0.2%	-0.5%	0.1%	0.9%	-0.2%
Luc counter	nt	0%	nt	0%&1%	0%	-1%	-1%	nt
LMNA splice mod	nt	?	nt	5%	?	4%	1%	nt
HTT aggregate	18%[9.22 µM]	-14%	0%[9.22 µM]	-12%	-1%[9.22 µM]	-2%	7%	-2%[9.22 µM]
CBFb-RUNX1 inh	1%	6%	?	3%[2.36 µM]	7%	2%	4%	18%
IMPase Li cell	nt	7%	nt	8%&-3%	7%	20%[38.3 µM]	-10%	-4%

[17] CCCNS(=O)(=O)/C=C/c1ccccc1
[18] Cc1ccc(NCC(O)Cn2cnc3c2c(=O)n(C)c(=O)n3C)cc1 (configuration not stated)
[19] CCCS(=O)(=O)N1CCN(C(=O)c2cc(OC)cc(OC)c2)CC1
[20] OC1(c2ccc(F)cc2)CSC(=Nc2cccnc2)N1Cc1ccco1 (configuration not stated)
[21] O=C(NCc1ccco1)C1CCCN(S(=O)(=O)c2cccc3nonc23)C1 (configuration not stated)
[22] CCC(C)NC(=O)CSc1nc2n[nH]c(C)c2c(=N)n1-c1ccc(OC)cc1 (configuration not stated)
[23] O=C1CCCCC1Sc1nnc(Cc2cccs2)n1CCc1ccccc1 (configuration not stated)
[24] CC(C)CC1CCCCC1OC(=O)CN1CCCCC1 (configuration not stated)

Compound	17	18	19	20	21	22	23	24
NPSR antagonist	12%	-14%	5%[46.1 µM]	5%	-16%[46.1 µM]	-15%[46.1 µM]	-15%[46.1 µM]	-7%
Epigenetic reg	-0.3%	2.5%	-0.9%	9.6%	-1.5%	-2.2%	5.5%	-0.1%
Luc counter	1%	nt	0%	0%	-1%	-2%	-6%	-2%
LMNA splice mod	-10%[46 µM]	nt	-2%	nt	18%	?	-5%	nt
HTT aggregate	-1%	2%[9.22 µM]	-12%	?	10%	33%	-9%	3%
CBFb-RUNX1 inh	1%	0%	7%	-4%	6%	1%	-7%	0%
IMPase Li cell	1%	nt	-9%	8%	-14%[38.3 µM]	-7%[38.3 µM]	-2%[38.3 µM]	13%

[25] Cc1ccc(CN2CCN(/N=C\C(Br)=C\c3ccccc3)CC2)cc1
[26] C/C(N)=C(/C#N)C(=O)CSc1nc2ccccc2c(=O)n1-c1ccc(C)c(Cl)c1
[27] Clc1ccc(SCc2cc(N3CCOCC3)nc(-c3ccccn3)n2)cc1
[28] Cn1c(=O)c2[nH]c(Nc3ccccc3)nc2n(C)c1=O
[29] COc1cc(Cl)cc(C(=O)O)c1OCC(=O)O
[30] CCc1cccc(NC(=O)C2CCN(S(=O)(=O)c3cccs3)CC2)c1
[31] COc1ccc(-c2cc(C(=O)OC(C)C(=O)Nc3c(C)n(C)n(-c4ccccc4)c3=O)c3ccccc3n2)cc1 (configuration not stated)
[32] COc1ccc(Nc2cc(C)nc(-n3nc(C)cc3C)n2)cc1

Compound	25	26	27	28	29	30	31	32
NPSR antagonist	-6%[46.1 µM]	-55%	-27%	-14%[46.1 µM]	-14%	-4%[46.1 µM]	-29%[46.1 µM]	?
Epigenetic reg	3.9%	1.1%	-0.4%	-0.8%	-3.5%	1.0%	0.0%	-1.0%
Luc counter	-1%	1%	1%	-1%	0%	20%	-1%	-2%
LMNA splice mod	?	-13%	?	?	nt	-7%	?	?
HTT aggregate	-8%	3%	?	?	-22%[9.22 µM]	-32%	1%	13%
CBFb-RUNX1 inh	?	-2%	-22%	-13%	-5%	0%	-2%	-8%
IMPase Li cell	7%	11µM*	16%	30%	-1%	21%[38.3 µM]	13%	19%[38.3 µM]

[33] CC(=O)N[C@@H](CSC/C=C(\C)CC/C=C(\C)CCC=C(C)C)C(=O)O
[34] CCCCOC(=O)Nc1ccc(S(=O)(=O)Nc2ccc([N+](=O)[O-])cc2)cc1
[35] O=C(CSCc1ccccc1)N/N=C/c1cc2c(cc1Br)OCO2
[36] CCCc1[nH]nc2c1C(c1ccccc1OC)C(C#N)=C(N)O2 (configuration not stated)
[37] CC1CCCC(NC(=O)COC(=O)Cc2ccsc2)C1C (configuration not stated)
[38] Cc1ccc(N(C(C)C(=O)O)S(=O)(=O)c2c(C)[nH]c(=O)[nH]c2=O)cc1 (configuration not stated)
[39] C/C=C(\C)C(=O)NCCN1C2=NC[C@@H](C)N2C[C@@H]1Cc1ccc(OC)cc1
[40] CCc1nnc(NC(=O)c2n[nH]c(=O)c3ccccc23)s1

Compound	33	34	35	36	37	38	39	40
NPSR antagonist	nt	-38%	-12%	-11%[46.1 µM]	-3%[46.1 µM]	18%[46.1 µM]	-16%	3%
Epigenetic reg	0.8%&0.8%&-1.1%	-1.0%	0.0%	0.0%	-0.7%	-4.3%	0.5%	0.9%
Luc counter	1%	-1%	-1%	-1%	-2%	1%	nt	nt
LMNA splice mod	nt	?	?	6%	-1%	0%	nt	nt
HTT aggregate	nt	-13%	-12%	5%	11%	-9%	-6%[9.22 µM]	8%[9.22 µM]
CBFb-RUNX1 inh	7%&10%&-7%	2%	5%	-1%	2%	4%	7%	9%
IMPase Li cell	-12%&12%&8%	12%	9%	-1%[38.3 µM]	24%[38.3 µM]	-3%[38.3 µM]	14%	nt

Marked active in IMPase Li cell, of those listed so far:
entry	Compound	NPSR antagonist	Epigenetic reg	HTT aggregate	CBFb-RUNX1 inh	IMPase Li cell
26	C/C(N)=C(/C#N)C(=O)CSc1nc2ccccc2c(=O)n1-c1ccc(C)c(Cl)c1	-55%	1.1%	3%	-2%	11µM*

New compounds follow:
[41] Cc1ccc(Nc2nnc(SCC(=O)NCCN3C(=O)CSC3=O)s2)cc1
[42] COc1ccccc1C(=O)NN=C1CCN(Cc2ccccc2)CC1
[43] CC(=O)c1ccccc1OC(=O)CCN1C(=O)C2C3C=CC(C4CC34)C2C1=O (configuration not stated)
[44] COc1ccc(NC(=O)CSCc2ccccc2C)cc1
[45] CC1=NOC(=O)/C1=C\c1ccc(-c2cccc(Cl)c2)o1
[46] COc1ccc2nc(NC(=O)c3ccc(NS(=O)(=O)c4cccs4)cc3)sc2c1
[47] COc1ccnc(Oc2cc(Cl)cc(Cl)c2)c1C#N
[48] O=C(NC(=S)N1CCN(c2ccc([N+](=O)[O-])cc2)CC1)c1ccccc1Cl

Compound	41	42	43	44	45	46	47	48
NPSR antagonist	20%	17%	3%	2%	?	-9%	-6%	-39%
Epigenetic reg	-1.0%	-1.8%	1.3%	0.0%	0.0%	-1.5%	-0.1%	-3.3%
Luc counter	-19%	1%	0%	3%	-5%	-1%	nt	4%
LMNA splice mod	-10%	2%	18%[46 µM]	-2%	91%	?	nt	-8%[46 µM]
HTT aggregate	9%	-13%	23%	7%	?	-3%	-20%[9.22 µM]	-11%[9.22 µM]
CBFb-RUNX1 inh	0%	6%	3%	-3%	-25%	6%	24%	-11%
IMPase Li cell	0%	6%	2%	-2%	10%[38.3 µM]	12%	3%	14%

[49] CCS(=O)(=O)c1ccc2oc(Nc3ccccc3C)nc2c1
[50] COc1cc(CN2CCN(c3cccc(C)c3C)CC2)cc(OC)c1O
[51] CCOc1cccc(-c2nn3c(-c4cc(C)[nH]n4)nnc3s2)c1
[52] O=C(COC(=O)CCC(=O)Nc1nccs1)NCc1ccco1
[53] CC(NC(=O)c1cc(F)c(F)cc1Cl)c1ccncc1 (configuration not stated)

Compound	49	50	51	52	53
NPSR antagonist	-4%[46.1 µM]	1%[46.1 µM]	?	-4%[46.1 µM]	-14%
Epigenetic reg	0.7%	1.7%	0.8%	-1.0%	0.0%
Luc counter	?	-11%	-3%	-4%	nt
LMNA splice mod	19%	-4%	-1%	8%	nt
HTT aggregate	-2%	21%	-20%	-13%	9%[9.22 µM]
CBFb-RUNX1 inh	-1%	-2%	-5%	2%	16%
IMPase Li cell	-5%[38.3 µM]	-1%[38.3 µM]	6%[38.3 µM]	8%[38.3 µM]	-5%

High-throughput results: PubChem BioAssay, National Center for Advancing Translational Sciences (NCATS)
